IMPase inh: qHTS Assay for Identifying the Cell-Membrane Permeable IMPase Inhibitors | CHO-M1 cells, IP1 accumulation, HTRF TR-FRET ratio | inhibition (IP1 accumulation), % at 46.1 µM | 120,000 tested, under 10 active | AID 901, 2007; active = well fitted curve in the direction sought with a large enough effect in the signal ratio, not every such curve was filed as active; inconclusive = small, poorly fitted or top-dose-only effect, or a change in a side signal; inactive = no such curve, though single readings can be large or run the other way; the % refers to the signal ratio;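 also: cells stimulated with carbachol in lithium chloride buffer; plate controls were DMSO basal wells for no effect and reference inhibitor wells for full effect; higher means more IMPase inhibition seen as more IP1 and lower FRET ratio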
Target sequence (P97697 whole entry, looked up): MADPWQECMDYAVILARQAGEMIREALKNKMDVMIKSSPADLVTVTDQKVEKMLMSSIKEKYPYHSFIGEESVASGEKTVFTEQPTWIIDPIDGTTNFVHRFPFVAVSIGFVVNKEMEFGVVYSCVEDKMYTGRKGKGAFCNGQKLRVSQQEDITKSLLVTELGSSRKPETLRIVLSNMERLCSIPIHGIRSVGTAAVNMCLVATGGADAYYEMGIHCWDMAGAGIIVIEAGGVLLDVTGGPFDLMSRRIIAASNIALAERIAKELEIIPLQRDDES
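Seeded CHO-M1 cells were dosed with compound at up to 46 uM, stimulated with carbachol for 30 min, then lysed in IP-One detection reagents. Higher IP1 lowers the TR-FRET signal.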
ALOX12 inhib: qHTS Assay for Inhibitors of 12-hLO (12-human lipoxygenase) | Polyunsaturated fatty acid lipoxygenase ALOX12 (Homo sapiens), P18054 | purified 12-hLO, xylenol orange hydroperoxide absorbance | Potency, µM (series often up to 57.1 µM), for the others: at the highest dose activity change, negative = inhibition, hits mostly inhibitors | actives 0.12% (n = 150,000) | AID 1452, 2008; also: potency is read from the fitted curve at half-maximal effect; nearly all actives have a fitted effect of over 55% in size; many of its hits are not listed in these tables
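150 nM 12hLO, 25 mM Hepes pH 7.0 + 0.01% Triton X-100; cpd preinc 15 min RT; 40 uM arachidonic acid, 30 min RT; Fe-XO 30 min; A573/A405 ratio as read-out.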
ALOX15B inhib: qHTS Assay for Inhibitors of 15-hLO-2 (15-human lipoxygenase 2). Potency, µM (highest dose often 57.1 µM), for the others: top-dose activity change, negative = inhibition, hits mostly inhibitors. Polyunsaturated fatty acid lipoxygenase ALOX15B (Homo sapiens), O15296. actives 0.56% (n = 110,000). purified 15hLO-2, xylenol orange hydroperoxide absorbance; also: potency is read from the fitted curve at half-maximal effect; nearly all actives have a fitted effect of over 60% in size; many of its hits are not listed in these tables
Target sequence (O15296 whole entry, looked up): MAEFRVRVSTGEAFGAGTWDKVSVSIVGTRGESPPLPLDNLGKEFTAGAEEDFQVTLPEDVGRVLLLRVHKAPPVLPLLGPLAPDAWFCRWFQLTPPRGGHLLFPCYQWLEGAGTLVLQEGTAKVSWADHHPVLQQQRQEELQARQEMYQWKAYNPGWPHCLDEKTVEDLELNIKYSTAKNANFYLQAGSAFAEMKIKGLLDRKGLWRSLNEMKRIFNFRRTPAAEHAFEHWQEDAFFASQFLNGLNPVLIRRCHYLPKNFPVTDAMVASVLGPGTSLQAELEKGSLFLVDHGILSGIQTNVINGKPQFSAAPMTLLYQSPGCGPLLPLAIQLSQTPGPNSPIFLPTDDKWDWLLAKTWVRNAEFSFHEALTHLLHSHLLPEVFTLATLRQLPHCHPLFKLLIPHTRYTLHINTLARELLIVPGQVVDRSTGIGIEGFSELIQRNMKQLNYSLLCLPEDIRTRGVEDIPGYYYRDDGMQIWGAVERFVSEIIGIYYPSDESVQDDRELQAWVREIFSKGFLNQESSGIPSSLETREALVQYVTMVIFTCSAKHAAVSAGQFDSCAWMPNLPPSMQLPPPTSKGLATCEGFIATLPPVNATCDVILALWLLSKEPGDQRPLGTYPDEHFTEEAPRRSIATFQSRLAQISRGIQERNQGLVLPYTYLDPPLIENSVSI
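Purified human 15hLO-2 (50 nM final) preincubated with compounds 15 min at room temperature in 25 mM Hepes pH 7.5, 0.01% Triton X-100, then 45 uM arachidonic acid added for 90 min; hydroperoxide detected via ferrous/xylenol orange, 573/405 nm absorbance ratio.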
PNC inhibitor: High Content Assay for Compounds that inhibit the Assembly of the Perinucleolar Compartment; AID 2417, 2010; activity change (PNC), negative = inhibition, % at 10 µM; PC3M PTB-GFP, PNC prevalence imaging, 16 h; active compounds read low; actives 3.1% (n = 140,000);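 active = readout at or below -70, meaning at least 70% loss of cells showing the perinucleolar compartment, a nuclear body marking cancer cells; inconclusive = readout between -30 and a set limit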;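 also: plate controls were DMSO wells for no effect and camptothecin positive control wells for full effect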
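Read-out is percentage of cells bearing a perinucleolar compartment, from automated 20x imaging of fixed, Hoechst-stained PC3M PTB-GFP cells. Cells were seeded 4 h, then exposed 16 h to compound (23 nl of library stock) in duplicate plates.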
* marks the source's active call; other numbers are inactive results; ? = inconclusive; · = not tested or not shown; [ ] = dose if it differs, or a comment. Unless noted, calls follow the shape of the dose curve; as a rule, active = well fitted curve in the direction sought with a large enough effect; inconclusive = small, poorly fitted or top-dose-only effect, or another doubt; inactive = no such curve, though single readings can be large; an effect the other way counts as inactive or inconclusive. Unless noted, % is scaled to controls: 0 for no effect and ±100 for the full control effect.

1. CN=c1scc(-c2ccc(Cl)cc2)n1C
2. NC(=O)c1ccccc1NC(=O)Nc1cccc(Cl)c1Cl
3. COc1ccc(S(=O)(=O)Nc2ccccc2C(=O)OC2CCCN(C)C2)cc1OC (stereo not given)
4. CCOC(=O)c1cc2c(C)n(-c3ccc(OCC)cc3)c(C)c2ccc1=O
5. CN1CCN(Cc2c(C#N)c3ccccc3n2C)CC1
6. CCOC(=O)c1c(NC(=O)CSc2nnc(-c3c[nH]c4ccccc34)n2C)sc2c1CCCC2
7. COc1ccc(C2C(C(C)=O)=C(O)C(=O)N2c2ccc(Br)cn2)cc1 (stereo not given)
8. CCn1nc(C(=O)Nc2ccccc2C)c(Cl)c1Cl

assay / entry | 1 | 2 | 3 | 4 | 5 | 6 | 7 | 8
IMPase inh | 10 | · | 4 | 9 | 1 | · | -4 | -5
ALOX12 inhib | -2% | -1% | 1% | -10% | 1% | 1% | -4% | 1%
ALOX15B inhib | · | · | 24% | ? | 2% | · | 59%[activator] | -1%
PNC inhibitor | -24 | -5 | -24 | ? | ? | -26 | -19 | ?

As entered above.
In ALOX15B inhib, no. 5 is entered as 2%
In ALOX12 inhib, no. 8 is entered as 1%
In IMPase inh, no. 4 is entered as 9
In PNC inhibitor, no. 2 is entered as -5

Continued.
9. O=C(O)CCC(=O)O
10. O=C(OCCCCN1C(=O)c2ccccc2C1=O)c1n[nH]c2ccccc12
11. CCn1nc(NS(=O)(=O)c2ccccc2)c2cc3cccc(C)c3nc21
12. COc1ccc(CCN(C)CCCC(C#N)(c2cc(OC)c(OC)c(OC)c2)C(C)C)cc1OC (stereo not given)
13. Cc1ccc(CCNS(=O)(=O)c2ccc(C)cc2)cc1
14. C/C(Cn1nnc([N+](=O)[O-])n1)=N\NC(=O)c1cccc(Cl)c1
15. CC(=O)c1cccc(NC(=S)NC(=O)c2cccc(C)c2)c1
16. COc1cc2c(cc1OC)CN(Cc1ccc(C)s1)CC2

assay / entry | 9 | 10 | 11 | 12 | 13 | 14 | 15 | 16
IMPase inh | · | 4 | 14 | · | -5 | -2 | · | 2
ALOX12 inhib | -1%[0.00818 µM] | -1% | -6% | -4% | -17% | -11% | ? | -5%
ALOX15B inhib | 15%[0.0915 µM] | -13% | -16% | · | 4% | -4% | · | -6%
PNC inhibitor | · | ? | -22 | -115* | ? | -26 | -1 | 11

17. O=C1c2oc3ccc(Br)cc3c(=O)c2C(c2cccc(F)c2)N1CCO (stereo not given)
18. COc1ccccc1CN1CC[C@@]2(CCCN(C(=O)c3ccncc3)C2)C1
19. Cc1nc2c(-c3ccccc3)c(C)nn2c(C)c1CCC(=O)N1CCOCC1
20. Cc1nc2sc(C#N)c(N)c2c2c1CCCC2
21. CCn1ncc(C2=NOC(C(=O)Nc3cccc(C(C)=O)c3)C2)c1C (stereo not given)
22. CN(CCOc1ccc(-c2ccn(S(=O)(=O)c3ccc(Cl)cc3)n2)cc1)c1ccccn1
23. CC1(C)CC(=O)c2c(O)cc(OCc3ccc(Br)cc3)cc2O1
24. N#Cc1ccccc1Sc1ccccc1C(=O)OCC(=O)NC1CCS(=O)(=O)C1 (stereo not given)

assay / entry | 17 | 18 | 19 | 20 | 21 | 22 | 23 | 24
IMPase inh | 9 | · | -3 | -1 | -2 | 8 | 3 | 7
ALOX12 inhib | -4% | 1% | -2% | 1% | 6% | 6% | -4% | -1%
ALOX15B inhib | -4% | 1% | 0% | -2% | -5% | · | 6% | ·
PNC inhibitor | 40 | · | -2 | 13 | -26 | -30 | -2 | 37

25. Nc1nc(OCc2ccccc2)c2[nH]cnc2n1
26. O=[N+]([O-])c1ccc(-c2ccc(C=Nc3cccc4ccccc34)o2)cc1
27. Cc1ccc(C(NC(=O)N2CCOCC2)=C(Cl)Cl)cc1F
28. CCc1nc2ccc(C)cc2c(C(=O)Oc2cccc3cccnc23)c1C
29. O=C1C2C3C=CC(c4ccccc4)(C2C(=O)N1c1cccc(Cl)c1)C1C(=O)N(c2cccc(Cl)c2)C(=O)C31 (stereo not given)
30. CCN(C(=O)c1cc2cc(OC)ccc2oc1=O)c1cccc(C)c1
31. Cc1ccc(S(=O)(=O)/N=C(\CN2CCOCC2)N2CCCC2)cc1
32. CCC1Oc2ccc(C)cc2N(CC(=O)N(Cc2ccc(C)o2)C2CCCC2)C1=O (stereo not given)

assay / entry | 25 | 26 | 27 | 28 | 29 | 30 | 31 | 32
IMPase inh | -3 | 6[0.0738 µM] | -2 | 5 | 2 | -13 | -3 | 1
ALOX12 inhib | -2% | 0% | 3% | 40% | -1% | -9% | 1% | -10%
ALOX15B inhib | -11% | · | 10% | 3% | · | 4% | -6% | ·
PNC inhibitor | · | 5 | 5 | 10 | 18 | ? | ? | -21

33. COc1ccc(CN(Cc2ccc(OC)cc2)S(=O)(=O)c2ccc(-n3cnnn3)c(C)c2)cc1
34. O=[N+]([O-])c1cc(C(F)(F)F)ccc1-n1nnc2ccccc21
35. CCS(=O)(=O)NCCc1csc(-c2ccccc2)n1
36. O=C(NC(=S)Nc1cccc([N+](=O)[O-])c1)c1ccco1
37. CC(C)CN1C(=S)SC(C)(C)C1n1oc(=O)n(-c2ccc(Cl)cc2)c1=O (stereo not given)
38. Cc1ccc(-c2csc(NC(=O)COC(=O)c3cccc(S(=O)(=O)N4CCOCC4)c3)n2)cc1
39. O=C(CCCCn1c(=O)c2ccccc2n(CC(=O)NC2CCCC2)c1=O)NC1CCCC1
40. CCOc1ccc2ccccc2c1C(=O)N[C@@H]1C(=O)N2[C@@H]1SC(C)(C)[C@@H]2C(=O)O

assay / entry | 33 | 34 | 35 | 36 | 37 | 38 | 39 | 40
IMPase inh | 9 | -6 | 1 | · | 12 | -21 | 4 | -4[20.6 µM]
ALOX12 inhib | -7% | 2% | -1% | 11% | -12% | -11% | -4% | -1%[25.6 µM]
ALOX15B inhib | · | · | 1% | · | -4% | -3% | 4% | 5%[25.6 µM]
PNC inhibitor | ? | -20 | 22 | 4 | 36 | 0 | 0 | ·

41. CN(C)S(=O)(=O)c1cccc(NC(=O)Cc2ccc(Cl)cc2)c1
42. Clc1cc2nc3ccccn3c2cc1Cl
43. CCC(C)NC(=O)c1cnn2c1NC(c1cccs1)CC2C(F)(F)F (stereo not given)
44. CCCNc1cc(=O)n(C)c(=O)n1C
45. COc1ccc(NC(=O)c2ccccc2)cc1NS(=O)(=O)c1ccc(F)cc1
46. Cc1cc(C)nc(SCc2ccccc2C#N)n1
47. Cc1cc(Nc2ccc(Br)cc2)n2nc(C)nc2n1
48. COc1cccc(C=Nc2ccccc2C#N)c1O

assay / entry | 41 | 42 | 43 | 44 | 45 | 46 | 47 | 48
IMPase inh | · | -10 | 13 | 5 | · | 7 | -9 | ·
ALOX12 inhib | 1% | 5% | -5% | -1% | 1% | -3% | 1% | 0%
ALOX15B inhib | · | 6% | -11% | 0% | · | -5% | · | ·
PNC inhibitor | ? | 35 | -28 | -5 | 43 | 26 | ? | -1

49. Cc1cccnc1NC(=O)C(C)Oc1ccccc1 (stereo not given)
50. c1ccc(CSc2nnc(-c3c[nH]c4ccccc34)o2)cc1
51. COCC(=O)N1CCC2(CC1)CCN(c1ccccc1)CC2
52. Cc1ccc(-n2c(C)cc(/C=C(\C#N)C(=O)NCC3CCCO3)c2C)cc1 (stereo not given)
53. Cc1ccc(C(=O)N/N=C/c2ccc([N+](=O)[O-])s2)cc1
54. Cc1nc(NCCO)c2nc(-c3ccccc3)n(CCN(C)C)c2n1
55. O=C(CN1C(=O)C2C3c4ccccc4C(c4ccccc43)C2C1=O)Nc1cccc(C(=O)O)c1 (stereo not given)
56. O=C(NCc1ccco1)c1ccc(CN2CCOCC2)cc1

assay / entry | 49 | 50 | 51 | 52 | 53 | 54 | 55 | 56
IMPase inh | 0 | -6 | · | 14 | -17 | · | · | -3
ALOX12 inhib | -3% | -11% | 0% | -13% | -5% | 0% | 3% | 0%
ALOX15B inhib | 3%[2.29 µM] | -2% | -8% | -21% | -11% | 26% | · | -6%
PNC inhibitor | -2 | 20 | · | -27 | 42 | · | ? | ?

Some entries already given, limited to ALOX15B inhib and PNC inhibitor:
cpd	mol	ALOX15B inhib	PNC inhibitor
26	O=[N+]([O-])c1ccc(-c2ccc(C=Nc3cccc4ccccc34)o2)cc1	·	5
6	CCOC(=O)c1c(NC(=O)CSc2nnc(-c3c[nH]c4ccccc34)n2C)sc2c1CCCC2	·	-26
44	CCCNc1cc(=O)n(C)c(=O)n1C	0%	-5

New compounds follow
57. O=c1ccc(Br)c[nH]1
58. Cc1ccccc1Nc1nnc(SCC2CCCCO2)s1 (stereo not given)
59. COc1ccc(/C=C2\SC(=O)N(CCNC(=O)C3CCN(S(=O)(=O)c4cccs4)CC3)C2=O)cc1
60. COCC(C)n1c(C)cc(C(=O)COC(=O)c2n[nH]c3ccccc23)c1C (stereo not given)
61. O=C(c1cnn2c(C(F)F)cc(-c3ccccc3)nc12)N1CCSCC1
62. CCC(=O)OCC(=O)Nc1cc(C)c(C)cc1[N+](=O)[O-]
63. Cc1ccc(S(=O)(=O)/C(C#N)=C/c2c(N3CC(C)OC(C)C3)nc3ccccn3c2=O)cc1 (stereo not given)
64. N#CCCn1cc(/C=N/O)c(-c2ccccc2)n1

assay / entry | 57 | 58 | 59 | 60 | 61 | 62 | 63 | 64
IMPase inh | -2 | · | · | 5 | -2 | -2 | 2 | 1
ALOX12 inhib | -4% | -6% | 2% | -5% | 1% | 1% | -11% | 1%
ALOX15B inhib | -6% | · | · | -12% | · | · | -19% | 0%
PNC inhibitor | 18 | ? | 47 | ? | -6 | 0 | 29 | 10

65. CCN1CCN(CC(O)COCCOc2ccc(Br)cc2)CC1 (stereo not given)
66. CCCCN(C(=O)Nc1ccc(OCC)cc1)C1CCN(C(C)=O)CC1
67. Cc1cccc(Nc2nc(N)c([N+](=O)[O-])c(N3CCCC(C)C3)n2)c1 (stereo not given)
68. Cc1nc(Nc2ccc(S(=O)(=O)N3CCCC3)cc2)c2nnn(Cc3ccccc3)c2n1
69. COc1ccc(CCN2CC(C(=O)NCc3ccco3)CC2=O)cc1OC (stereo not given)
70. Cc1ccc(S(=O)(=O)N=S(CCO)CCO)cc1
71. Cc1cc(NC(=O)c2cccc(COc3ccc(Br)cc3)c2)no1
72. CCOc1ccc(-c2nc(CSCC(=O)N3CCN(C(=O)c4ccco4)CC3)c(C)o2)cc1

assay / entry | 65 | 66 | 67 | 68 | 69 | 70 | 71 | 72
IMPase inh | · | -14 | 6 | -8 | 4 | · | 9 | 4
ALOX12 inhib | 1% | 1% | -10% | -8% | -2% | -2% | 0% | 0%
ALOX15B inhib | · | 4% | · | · | 4% | · | · | -6%
PNC inhibitor | ? | 43 | 27 | ? | -17 | -28 | -23 | 11

Reprinted at random: 6 compounds from above, in no set order.
66. CCCCN(C(=O)Nc1ccc(OCC)cc1)C1CCN(C(C)=O)CC1
67. Cc1cccc(Nc2nc(N)c([N+](=O)[O-])c(N3CCCC(C)C3)n2)c1 (stereo not given)
69. COc1ccc(CCN2CC(C(=O)NCc3ccco3)CC2=O)cc1OC (stereo not given)
68. Cc1nc(Nc2ccc(S(=O)(=O)N3CCCC3)cc2)c2nnn(Cc3ccccc3)c2n1
71. Cc1cc(NC(=O)c2cccc(COc3ccc(Br)cc3)c2)no1
65. CCN1CCN(CC(O)COCCOc2ccc(Br)cc2)CC1 (stereo not given)

assay / entry | 66 | 67 | 69 | 68 | 71 | 65
IMPase inh | -14 | 6 | 4 | -8 | 9 | ·
ALOX12 inhib | 1% | -10% | -2% | -8% | 0% | 1%
ALOX15B inhib | 4% | · | 4% | · | · | ·
PNC inhibitor | 43 | 27 | -17 | ? | -23 | ?

Compound activity (PubChem BioAssay)

Only part of the results is shown, so the mix of outcomes need not match the whole.
